MITF inh: MITF inhibitors, primary screen, biochemical, AlphaScreen, human. Microphthalmia-associated transcription factor (Homo sapiens), O75030. AlphaScreen MITF homodimerization, bead proximity signal. inhibition, % at 2.6 µM. actives 0.91% (n = 650,000); in the data active = inhibition above about 50%;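 also: 0% = vehicle wells with protein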
GPR151 ag: activators of human GPR151, primary screen, cell-based, PathHunter beta-arrestin, luminescence. G-protein coupled receptor 151 (Homo sapiens), Q8TDV0. PathHunter beta-arrestin GPR151 cells. activation, % at 11.2 µM. actives 1% (n = 650,000); in the data active = activation above about 4.9%;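 also: 0% = median of compound wells and 100% = cells with positive control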
Target sequence (Q8TDV0 whole entry, looked up): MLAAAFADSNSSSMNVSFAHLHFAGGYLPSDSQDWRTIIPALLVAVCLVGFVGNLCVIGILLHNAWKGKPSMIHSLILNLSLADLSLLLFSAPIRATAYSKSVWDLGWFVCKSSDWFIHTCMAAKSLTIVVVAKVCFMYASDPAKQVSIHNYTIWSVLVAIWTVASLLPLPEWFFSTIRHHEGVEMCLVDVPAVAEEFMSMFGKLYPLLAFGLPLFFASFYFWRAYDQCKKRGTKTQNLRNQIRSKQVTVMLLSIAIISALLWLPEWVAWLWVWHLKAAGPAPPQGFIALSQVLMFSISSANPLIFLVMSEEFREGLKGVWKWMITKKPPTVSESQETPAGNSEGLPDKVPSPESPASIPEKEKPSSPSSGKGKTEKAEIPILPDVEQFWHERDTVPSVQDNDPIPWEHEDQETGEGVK
FBW7 act: FBW7 E3 ligase activators, primary screen, biochemical, AlphaScreen, human. AlphaScreen FBW7–phospho-cyclin E peptide binding, activator screen. normalized activity (activation), % at 26.1 µM. actives 0.13% (n = 650,000). AID 1259310, 2017; in the data active = normalized activity above about 1.9%;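 also: purified mutant Fbw7 with reduced substrate affinity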
Target sequence (Q969H0 whole entry, looked up): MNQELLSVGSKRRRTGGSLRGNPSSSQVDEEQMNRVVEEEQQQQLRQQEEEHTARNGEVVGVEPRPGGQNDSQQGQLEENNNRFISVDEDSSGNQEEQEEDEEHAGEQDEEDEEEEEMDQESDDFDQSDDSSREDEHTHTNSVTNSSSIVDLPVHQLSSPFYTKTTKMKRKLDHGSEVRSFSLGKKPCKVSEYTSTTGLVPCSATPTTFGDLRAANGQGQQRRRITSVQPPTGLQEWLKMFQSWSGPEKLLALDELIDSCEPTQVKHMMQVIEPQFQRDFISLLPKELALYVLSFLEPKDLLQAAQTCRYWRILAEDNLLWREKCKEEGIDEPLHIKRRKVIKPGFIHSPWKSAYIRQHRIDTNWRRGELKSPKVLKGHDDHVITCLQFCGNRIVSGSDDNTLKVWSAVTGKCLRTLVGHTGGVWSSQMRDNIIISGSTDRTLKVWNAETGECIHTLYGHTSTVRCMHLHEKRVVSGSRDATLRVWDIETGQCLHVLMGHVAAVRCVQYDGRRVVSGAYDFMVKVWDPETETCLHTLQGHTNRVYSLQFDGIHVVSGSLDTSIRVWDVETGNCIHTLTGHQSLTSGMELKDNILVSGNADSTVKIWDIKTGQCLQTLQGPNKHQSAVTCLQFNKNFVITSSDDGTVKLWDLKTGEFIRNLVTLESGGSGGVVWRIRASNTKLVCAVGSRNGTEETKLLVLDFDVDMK
TEAD-YAP inh: TEAD-YAP interaction inhibition, primary screen, TEAD-YAP interaction inhibitor project, luminescence, HEK-TIYL cells | AID 1259422, 2018 | TEAD-Gal4/YAP UAS-luciferase luminescence | actives 1.4% (n = 640,000) | inhibition, % at 9.12 µM; in the data active = inhibition above about 32%;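 also: 0% = median of test compound wells and 100% = reference inhibitor wells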
The depositor's hits bear a star; nt = not tested or not shown; & = joins results of further samples. Random draw from the library, and some 3.5% of all compounds hit somewhere here.

Value order – MITF inh | GPR151 ag | FBW7 act | TEAD-YAP inh
COc1ccc(C2C(C(=O)Nc3ccc(F)cc3F)c3ccccc3C(=O)N2C)cc1 (stereo not given)
    10.5 | -0.3 | 0.0 | -16.4
O=S(=O)(/N=C(\Nc1ccccn1)c1ccccc1)c1ccccc1
    -5.7&6.6 | -0.8&-0.2 | 0.1&0.3 | -5.8&-26.2
CS(=O)(=O)c1cncnc1C1CCCN(C(=O)c2nsc(Cl)c2Cl)C1 (stereo not given)
    15.1 | -1.2 | 0.4 | 12.5
COc1ccc(CN2CCc3nnc(CCNC(=O)COc4ccccc4)n3CC2)cc1
    7.2 | 0.1 | -0.3 | 1.7
O=C(Nc1ccccc1N1CCOCC1)c1c(F)cccc1F
    -0.2 | 1.9 | 0.0 | 7.0
N#CC1=C(N)Oc2cc(O)ccc2C1c1cccs1 (stereo not given)
    21.7 | -0.6 | 0.2 | 0.1
CCCN1C(=O)CC(C(=O)OC)C12CCN(C/C=C/c1ccc(O)c(OC)c1)CC2 (stereo not given)
    6.1 | 0.6 | 0.2 | 4.5
Nc1nc2c(s1)-c1ccccc1CC2
    4.9 | 1.6 | -0.4 | -12.9
COc1cc(NC=C2C(=O)OC3(CCCCC3)OC2=O)c(OC)cc1Cl
    -0.7 | -0.7 | 0.2 | 5.5
COc1ccc(N2C(=O)CSC2c2cccc([N+](=O)[O-])c2)cc1OC (stereo not given)
    -6.8 | -0.2 | -0.2 | -7.1
COCCNCCCCOc1ccc(Br)cc1C
    -0.4 | 0.1 | 0.1 | 0.0
COc1ccc(Cl)cc1NC(=O)CSc1nnc(NC(=O)Cc2ccccc2)s1
    0.7 | 1.5 | -0.5 | 1.6
COc1ccccc1/C(O)=C/c1nc2nonc2[nH]c1=O
    13.8 | -0.8 | 0.3 | -10.1
Cc1ccccc1NC(=O)Cc1noc2ccccc12
    0.0 | -0.2 | -0.1 | -10.2
COc1ccc(NC(=O)CSc2ccc3nnc(-c4ccc(C)cc4)n3n2)cc1OC
    3.3 | -0.4 | 0.2 | 4.0
O=C(c1cccc(Cl)c1)N1CCN=C1SCc1cccnc1
    -6.1 | -0.3 | 0.2 | -11.9
O=C(COC(=O)c1cccs1)Nc1ccccc1
    11.3 | -0.5 | 0.5 | -6.5
CCn1c(=O)c2cc(C(=O)Nc3cc(OC)ccc3OC)sc2c2ccccc21
    -8.1 | -0.2 | -0.1 | 5.8
Cc1ccc(-c2nn(-c3ccccc3)cc2CO)cc1
    -3.2 | 0.2 | 0.3 | -62.7
CCCCC/C=C\C/C=C\C/C=C\C/C=C\CCCC(=O)OCC
    -9.2 | -0.1 | nt | nt
O=C(NCCc1ccccc1)c1ccc(CNC(=O)c2ccc(F)cc2)cc1
    7.1 | 0.0 | 1.2 | -9.2
Cc1ccc(Cc2c(C)nc3nc(SCC(=O)NC4CCCCC4)nn3c2C)cc1
    8.1 | 0.2 | 0.1 | 5.4
COc1cc2c(cc1OC)C(C)N(C(=O)c1cc(S(=O)(=O)N3CCCC3)cn1C)CC2 (stereo not given)
    2.5 | 2.8 | 0.0 | -1.4
COc1ccc(/C=N/c2ncn[nH]2)cc1OC
    11.8 | 0.2 | 0.2 | 4.3
O=C1CSC(c2ccccc2)N1c1ccc(Oc2ccc(Cl)cc2)cc1 (stereo not given)
    0.3 | 0.1 | -0.1 | -2.0
Cc1ccc(P(=O)(O)c2ccc(C)cc2)cc1
    8.3 | 1.0 | 0.0 | -4.2
CCCOc1ccc(/C(O)=C2/C(=O)C(=O)N(CCN3CCOCC3)C2c2ccc(C(C)C)cc2)c(C)c1 (stereo not given)
    -1.8 | 1.4 | 0.0 | -8.9
CC(C)CCNC(=O)CSc1nc2ccsc2c(=O)n1NC(=O)c1ccccc1
    7.0 | 4.5 | 0.0 | -12.0
Cc1ccc(OC(=O)COc2ccc(Cl)cc2)cc1C
    9.3 | -0.7 | -0.1 | 5.5
COc1ccccc1/C=N/NC(=O)COc1ccccc1[N+](=O)[O-]
    11.8 | 2.0 | 0.9 | -1.0
CCC(c1nnnn1Cc1ccc(F)cc1)N1CCC(C(N)=O)CC1 (stereo not given)
    -2.9 | -0.5 | -0.1 | -9.7
NCCCC[C@@H]1NC(=O)[C@H]2CN(Cc3ccc(F)c(F)c3)CCN2C1=O
    8.8 | -1.3 | 0.2 | 2.8
O=C(c1ccc2nc3cc(Cl)ccc3c(=O)n2c1)N1CCOCC1
    7.5 | 0.1 | 0.0 | 7.6
COc1ccccc1C(=O)Nc1nc2c(s1)CCc1ccccc1-2
    -0.5 | 0.4 | -0.1 | -31.0
CCC(CC)CN1CCc2nnc(C(CC(C)C)NC(C)=O)n2CC1 (stereo not given)
    4.5 | -0.7 | 0.0 | 4.5
COc1ccc(CN2C(=O)CC(C(=O)NCCc3ccc(S(N)(=O)=O)cc3)SC2=Nc2ccccc2)cc1 (stereo not given)
    0.1 | -0.5 | 0.0 | 2.1
CCSCCOC(=O)C1=C(C)NC2=C(C(=O)C(C(=O)OC)C(C)C2)C1c1ccc(C)s1 (stereo not given)
    6.0 | 0.0 | 1.1 | -9.8
CCOc1ccc(S(=O)(=O)N2CCN(c3ccc(F)cc3)CC2)cc1
    4.3 | -0.8 | 0.3 | 3.3
O=C(NC1CCCCC1)c1ccc(NCc2ccc(F)cc2)nc1
    3.1 | 2.6 | 0.0 | -2.5
COc1cc(Br)c(C2C(C#N)=C(N)OC3=C2C(=O)CCC3)cc1OC (stereo not given)
    -3.8 | 0.7 | -0.3 | -1.6
CC(C)CCN(C(=O)C1CCCC1)c1c(N)n(Cc2ccccc2)c(=O)[nH]c1=O
    -5.6 | -1.3 | 0.0 | 5.6
COCCNc1ccc2ncc(-c3ccccc3F)n2n1
    11.2 | 0.6 | 0.8 | 49.0*
N[C@@H](Cn1cc(I)c(=O)n(Cc2ccc(C(=O)O)cc2)c1=O)C(=O)O
    2.3 | 1.8 | -0.1 | nt
Cc1ccc(C)c(NC(=O)CSc2nnc(-c3ccccc3N)n2C)c1
    8.2 | 2.3 | 0.0 | 12.0
CCOc1ccc(N2C(=O)/C(=C\c3ccc(C(=O)O)cc3)C(C(=O)OC)=C2C)cc1
    10.2 | -1.3 | 0.5 | 16.1
c1coc(CNc2nccn3c(-c4ccc(N5CCOCC5)cc4)cnc23)c1
    7.1 | -0.5 | 0.1 | 3.8
CC(=O)c1c(C)[nH]c(C(=O)Nc2ccc(S(=O)(=O)N3CC(C)CC(C)C3)cc2)c1C (stereo not given)
    2.7 | 2.5 | 0.0 | 12.6
OCCC1CN(Cc2ccc(Oc3ncccn3)cc2)CCN1Cc1ccsc1 (stereo not given)
    19.3 | -0.3 | 0.3 | 1.3
Cc1cc(C)nc(/N=C(\N)N2CCCc3ccccc32)n1
    16.4 | 0.9 | 0.2 | -0.1
Cc1ccc(O)c(C2=Nc3ccccc3N=C(c3ccc(Cl)cc3)C2)c1
    1.5 | 0.7 | -0.1 | -49.4
CCC(C1=C(O)CC(C)(C)CC1=O)C1C(=O)CC(C)(C)CC1=O (stereo not given)
    52.6* | -0.6 | -0.1 | 8.0
CN1CCN(C(=O)COC(=O)c2ccccc2N)CC1
    15.7 | 0.3 | 0.5 | -34.1
Cc1ccccc1-c1nc(CS(=O)CC(=O)N2CCN(c3ccccc3)CC2)c(C)o1 (stereo not given)
    1.9 | 0.4 | -0.1 | 3.8
O=C(c1cc(-c2cccc(Cl)c2)on1)N1CCCCC1
    4.4 | 1.8 | 0.1 | -50.4
O=C(NCCO)c1cccc(I)c1
    5.2 | -1.2 | 0.1 | -4.7
CCCCCCC1(C)NC(=S)N(c2ccccc2)N1 (stereo not given)
    8.2 | -2.5 | 0.5 | 1.5
O=C1C2C3c4ccccc4C(C(=O)O)(c4ccccc43)C2C(=O)N1c1ccccc1Cl (stereo not given)
    4.9 | -0.6 | 0.0 | -2.3
Cc1ccc(-c2nnc(CCC(=O)NCCCn3ccnc3C)o2)s1
    5.1 | -0.5 | 0.0 | 9.6
Cc1c(Cl)ccc(S(=O)(=O)N2CCN(c3ccccc3)CC2)c1Cl
    -1.0 | 0.7 | -0.1 | 10.3
CC1CCN(C(=O)c2ccc(I)cc2)CC1
    -3.9 | 0.6 | -0.1 | 5.3

Retrieved one by one from the entries so far (2):
Value order – MITF inh | GPR151 ag | FBW7 act | TEAD-YAP inh
COc1ccc(CN2CCc3nnc(CCNC(=O)COc4ccccc4)n3CC2)cc1
    7.2 | 0.1 | -0.3 | 1.7
N#CC1=C(N)Oc2cc(O)ccc2C1c1cccs1 (stereo not given)
    21.7 | -0.6 | 0.2 | 0.1

Given as labelled records: 4 of the compounds above
Cc1ccc(O)c(C2=Nc3ccccc3N=C(c3ccc(Cl)cc3)C2)c1
  MITF inh = 1.5 | GPR151 ag = 0.7 | FBW7 act = -0.1 | TEAD-YAP inh = -49.4

CCC(C1=C(O)CC(C)(C)CC1=O)C1C(=O)CC(C)(C)CC1=O (stereo not given)
  MITF inh = 52.6* | GPR151 ag = -0.6 | FBW7 act = -0.1 | TEAD-YAP inh = 8.0

CN1CCN(C(=O)COC(=O)c2ccccc2N)CC1
  MITF inh = 15.7 | GPR151 ag = 0.3 | FBW7 act = 0.5 | TEAD-YAP inh = -34.1

Cc1ccccc1-c1nc(CS(=O)CC(=O)N2CCN(c3ccccc3)CC2)c(C)o1 (stereo not given)
  MITF inh = 1.9 | GPR151 ag = 0.4 | FBW7 act = -0.1 | TEAD-YAP inh = 3.8

Next entries follow.
SMILES | MITF inh | GPR151 ag | FBW7 act | TEAD-YAP inh
Nc1n[nH]c2c(Br)cc(NC(=O)C3COc4ccccc4O3)cc12 (stereo not given) | 1.3 | 4.2 | 0.0 | 13.3
COc1ccc(/C=C(/NC(=O)c2ccccc2Br)C(N)=O)cc1 | -11.4 | -0.8 | -0.1 | -7.0
COc1ccc(CCNc2ccc(C(=O)N3CCN(C)CC3)cc2S(=O)(=O)Nc2cccc(C(F)(F)F)c2)cc1OC | -5.5 | 0.6 | 0.0 | -1.8
Cc1oc2ccccc2[n+]1CCCS(=O)(=O)O | -10.4 | -1.5 | 0.1 | -0.1
CN1CCN(c2cc(=O)n(-c3ccccc3Cl)c(=O)[nH]2)CC1 | -2.1 | 1.6 | -0.1 | 5.0
CCn1c(SCC(=O)Nc2c(C)cccc2C)nnc1C1CC1 | 0.3 | -1.1 | 0.1 | 3.1
CCCN(CCC)CCCn1c(=O)[nH]c2ccccc21 | -4.4 | 3.1 | 0.2 | 2.1
COCCn1nnnc1C(c1ccccc1Cl)N1CCN(C(=O)c2ccco2)CC1 (stereo not given) | 23.5 | -1.1 | 0.0 | 4.2
O=C(O)/C(=C\c1cccc(F)c1)c1ccc(S(=O)(=O)N2CCCCC2)s1 | -7.9 | 3.8 | -0.3 | -4.4
CCCN1CCN(CCCNC(=O)c2sc3nc(C)cc(C)c3c2-n2cccc2)CC1 | -7.4 | 0.1 | 0.0 | 3.9
CCOCCCN1C(=O)C2C(C(=O)Nc3ccc(C(C)C)cc3)C3C=CC2(O3)C1C(=O)NC1CCCCC1 (stereo not given) | -6.4 | 0.8 | -0.2 | -9.3
COc1ccc(-c2nc3ccc(C(=O)NCCc4ccccc4)cc3nc2-c2ccc(OC)c(OC)c2)cc1OC | -0.4 | -0.5 | 0.2 | -17.6
c1ccc(Nc2nc(NCC3CCCO3)c3ccccc3n2)cc1 (stereo not given) | 2.2 | 0.5 | -0.2 | 46.4*
O=C(CSc1nc(O)cc(=O)[nH]1)NCc1ccco1 | 27.1 | -0.1 | 0.0 | 6.7
Cn1c(=O)c2c(nc(N3CCN(c4ccccc4)CC3)n2CCSc2ncccn2)n(C)c1=O | 18.4 | -0.3 | 0.0 | 0.6
CC1=CCC2C(=O)N(c3ccc(Br)cc3C)C(=O)C2C1 (stereo not given) | -3.8 | -1.1 | -0.1 | 9.4
COc1ccc(OCCC(=O)Nc2ccc(S(=O)(=O)Nc3nccs3)cc2)cc1 | -11.9 | 0.0 | -0.1 | -10.7
O=C(O)C1CSC(c2cc3c(cc2Br)OCO3)N1 (stereo not given) | -3.7 | -0.4 | 0.0 | 11.0
CCOC(=O)CN1C(=O)C(C)(C)Oc2ccc(C(=O)Nc3ccccc3)cc21 | 0.3 | -0.9 | 0.0 | -29.2
O=S(=O)(c1ccc2ccccc2c1)N(CC(O)CN1CCCCC1)c1ccccc1 (stereo not given) | -14.4 | -1.1 | -0.1 | -2.0
CCOC(=O)C1=C(C)NC2=C(C(=O)CCC2)C1c1ccc(OC(C)=O)c(OC)c1 (stereo not given) | -4.0 | 2.1 | -0.1 | -6.1
CC1=C(C(=O)N(C)C)C(c2ccc(C)cc2C)NC(=O)N1 (stereo not given) | 6.9 | 4.0 | 0.0 | 1.3
Cc1ccc2nc(NC(=S)NC(=O)c3ccco3)sc2c1 | 3.7 | 0.5 | 0.0 | -70.8
Cc1nc2sccn2c1C(=O)N1CCCC(C(=O)c2cccc(OC(C)C)c2)C1 (stereo not given) | 19.0 | -0.1 | 0.1 | 10.7
Nc1c(C(=O)Nc2cccc(Cl)c2)sc2nc(-c3ccncc3)ccc12 | -6.9 | 1.6 | -0.2 | -4.9
O=C(CCC1CCCCC1)NCc1ccc(F)cc1 | -24.1 | 1.0 | 0.2 | -12.2
COc1ccc2c(c1)cc(C)c1nn(CC(=O)NCc3ccc(C)o3)c(=O)n12 | 3.8 | -1.1 | -0.2 | 0.8
COc1ccccc1C/C(N)=N/OC(=O)c1cc(Cl)ccc1OC | 1.6 | 0.3 | 0.3 | 9.5
COc1cncc(-c2cnc3c(n2)[nH]c(=O)n3CC2CC2)c1 | 8.8 | 0.8 | 0.1 | -1.5
